Source: PubChem
PV pol inh: inhibitors of poliovirus RNA polymerase binding and polymerization; poliovirus polymerase elongation, fluorescence polarization; stronger effect = lower value; % elongation, % (compound at 16.7 µg/mL); actives 0.66% (n = 150,000); AID 588519; in the data active = % elongation below about 90%; note: some results filed as inactive read as strong as hits
Target sequence (P03300 1749-2209 limits assumed): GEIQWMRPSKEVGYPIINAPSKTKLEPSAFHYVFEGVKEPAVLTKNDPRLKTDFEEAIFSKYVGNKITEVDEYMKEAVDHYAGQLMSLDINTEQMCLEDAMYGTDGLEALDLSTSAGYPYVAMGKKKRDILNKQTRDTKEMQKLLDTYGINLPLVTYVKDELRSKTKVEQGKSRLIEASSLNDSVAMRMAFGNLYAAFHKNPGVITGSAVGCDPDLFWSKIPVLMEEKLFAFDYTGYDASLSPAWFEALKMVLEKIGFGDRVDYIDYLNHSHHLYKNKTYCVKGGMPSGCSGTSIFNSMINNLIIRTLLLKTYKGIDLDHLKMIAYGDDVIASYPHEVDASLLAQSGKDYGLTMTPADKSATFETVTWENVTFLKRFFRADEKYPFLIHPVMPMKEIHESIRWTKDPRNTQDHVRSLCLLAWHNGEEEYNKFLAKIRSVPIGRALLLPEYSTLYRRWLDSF
PV pol inh FP z-score: also measured in PV pol inh; calls as there; z-score; measured here: FP z-score; hits read low
Active calls of the source: *. Only part of the results is shown, so the mix of outcomes need not match the whole.

Start of the listing, in advance (four entries):
SMILES | PV pol inh | PV pol inh FP z-score
Cc1cc2c(cc1S(=O)(=O)N1CCCCC1C)OCC(=O)N2 (stereo not drawn) | 101 | 0
O=C(Cc1ccccc1)Nc1ccn(Cc2ccccc2)n1 | 101 | -0.3
COCCn1c(SCC(=O)c2ccc(C)cc2)nc2cc(C(=O)NC3CCCC3)ccc2c1=O | 108 | 0.2
Cn1cnnc1SCc1ccc(C(=O)NN=C2C3CC4CC(C3)CC2C4)cc1 | 100 | -0.3

All compounds of this part, repeating the preview:
SMILES | PV pol inh | PV pol inh FP z-score
Cc1cc2c(cc1S(=O)(=O)N1CCCCC1C)OCC(=O)N2 (stereo not drawn) | 101 | 0
O=C(Cc1ccccc1)Nc1ccn(Cc2ccccc2)n1 | 101 | -0.3
COCCn1c(SCC(=O)c2ccc(C)cc2)nc2cc(C(=O)NC3CCCC3)ccc2c1=O | 108 | 0.2
Cn1cnnc1SCc1ccc(C(=O)NN=C2C3CC4CC(C3)CC2C4)cc1 | 100 | -0.3
NC(=O)CC1(C(F)(F)F)OCCO1 | 103 | -0.1
Cn1cc(C(=O)OCC(=O)N2CCCC2)c2ccccc21 | 102 | -0.1
CSCCC(NS(=O)(=O)c1ccc2c(c1)oc(=O)n2C)C(=O)NCCc1ccc(C)cc1 (stereo not drawn) | 102 | -0.2
COc1cccc(OCC(=O)Nc2c(C(=O)Nc3ccccc3OC)oc3ccccc23)c1 | 102 | 0.4
CCOc1ccc2nc(NC(=O)c3nc(SCc4ccccc4C)ncc3Cl)sc2c1 | 103 | -0.7
COc1cc(C#N)ccc1OC(=O)c1oc2ccccc2c1CSc1nc(C)cs1 | 103 | 0.1
Cc1ccc(Cl)cc1NC(=O)c1cc(CN2CCCC2)on1 | 104 | -0.5
Cc1ccc(S(=O)(=O)NC2CCC(C)CC2)cc1C (stereo not drawn) | 104 | 0.6
NC(=O)COc1ccc(Br)cc1CNCc1ccco1 | 99 | -0.9
Cc1ccnc(NC(=O)CSC2=NC(=O)C(c3ccccc3)C(=O)N2)c1 (stereo not drawn) | 99 | -0.3
CC1=C(C(=O)OCc2ccccc2)OC(N)=C(C#N)C1c1ccc(F)cc1 (stereo not drawn) | 106 | 0.5

Fetched by structure from the entries so far:
SMILES | PV pol inh | PV pol inh FP z-score
CCOc1ccc2nc(NC(=O)c3nc(SCc4ccccc4C)ncc3Cl)sc2c1 | 103 | -0.7
NC(=O)CC1(C(F)(F)F)OCCO1 | 103 | -0.1
Cn1cnnc1SCc1ccc(C(=O)NN=C2C3CC4CC(C3)CC2C4)cc1 | 100 | -0.3
O=C(Cc1ccccc1)Nc1ccn(Cc2ccccc2)n1 | 101 | -0.3

The results go on.
SMILES | PV pol inh | PV pol inh FP z-score
Cc1cc(CNC(C)c2cc3ccccc3o2)c(C)n1-c1cccc(S(=O)(=O)N2CCOCC2)c1 (stereo not drawn) | 102 | -0.3
O=C(COC(=O)c1ccc(N2C(=O)CCC2=O)cc1)Nc1cccc(Cl)c1 | 104 | 0.2
COC(=O)/C(C(C)=N)=C(\O)CSc1ccc(Cl)cc1 | 101 | -0.2
O=C(c1cc(-c2ccc(Cl)cc2)n[nH]1)N1CCN(S(=O)(=O)c2ccc(Br)s2)CC1 | 107 | 0.2
COc1ccc(-c2nc(C)c(CCNS(=O)(=O)c3ccc(F)cc3)s2)cc1OC | 109 | 0.3
Cc1ccc(-c2nnn(CC(=O)N(c3ccccc3)C(C(=O)NCc3ccccc3)c3ccncc3)n2)o1 (stereo not drawn) | 99 | -1.2
CCOC(=O)c1ccc(NCn2c(=O)oc3ccccc32)cc1 | 100 | 0
C/C=C1/CN2CCC34C(=C(C(=O)OC)C1CC23)Nc1c(O)cccc14 (stereo not drawn) | 101 | 0.2
CC(=O)NCc1nc2cccnc2n1Cc1ccccc1 | 113 | 1.3
CCc1ccc(NC(=O)CSc2nc(C)c(C(=O)Nc3ccc(Cl)cc3)c(-c3ccc(OC)cc3)c2C#N)cc1 | 108 | 0.6
O=C(NCC1CC1)Nc1ccccc1 | 109 | 0.6
COc1cccc(-n2ccnc2SCC(=O)NCc2ccc3c(c2)OCO3)c1 | 99 | -0.6
O=c1cc(CSc2n[nH]c(=O)n2-c2cccnc2)c2ccc(O)cc2o1 | 102 | 0.1
Cc1c(C)n(Cc2ccccc2)c2ccc(C(=O)N3CCN(c4ccccc4F)CC3)cc12 | 108 | 0.3
O=C(O)/C(=C(/O)c1ccccc1)c1nc2ccccc2[nH]1 | 99 | -0.1
Cc1ccc2ncc(C(=O)c3ccc(C)c(C)c3)c(S(=O)(=O)c3ccc(F)cc3)c2c1 | 111 | 1.4
O=C(O)c1c(CNC2CCCC2)c2ccccc2n1Cc1ccccc1 | 106 | 2.2
COc1ccccc1Nc1n[nH]c(=S)n1C(=O)c1cccs1 | 98 | -1.4
COc1cc(NC(=O)C2CC(=O)NC3=C2C(=O)CCC3)cc(OC)c1 (stereo not drawn) | 101 | -0.1
Cc1ccc(C(O)C(C)C)cc1 (stereo not drawn) | 102 | 0.3
O=C(Cn1c(SCc2cccc(Cl)c2)nc2ccncc21)NCC1CCCO1 (stereo not drawn) | 106 | 1.6
NC(=O)COC(=O)C12CC3CC(CC(O)(C3)C1)C2 | 101 | -0.3
COc1cccc(-c2nc(S(=O)(=O)c3ccc(C)cc3)c(N3CCCCC3)o2)c1 | 105 | 0.2
CC(C)c1ccc(NC(=O)c2cc(S(=O)(=O)N3CCCC3)cn2C)cc1 | 102 | -1.1
Cc1ccc(C(=O)Nc2ccc(-c3nc4cc(C)ccc4o3)cc2)cc1 | 102 | 0.1
CCOC(=O)Cn1c(=O)oc2cc(S(=O)(=O)N3CCN(c4ccc(F)cc4)CC3)ccc21 | 110 | 0.8
CCc1ccc(NC(=O)c2ccccc2)cc1 | 101 | -0.2
COc1ccccc1C(=O)c1cn(CC(=O)Nc2ccccc2F)c2nc(C)ccc2c1=O | 112 | 1
COc1ccc(CNC(=O)C2CCN(S(C)(=O)=O)CC2)cc1 | 101 | -0.3
COc1ccc(OC)c(NC(=O)CN2C(=O)c3ccccc3Sc3ccc(C(=O)N4CCCC4)cc32)c1 | 109 | 0.5
COc1ccc2nc(SC/C(O)=C(\C#N)C(=O)NCc3ccccc3)[nH]c2c1 | 104 | 0.2
COc1ccc2c(=O)c(-c3ccc(OC)c(OC)c3)coc2c1 | 107 | 0.2
COCCNC(=O)C1CCC(C(=O)NCCOC)CC1 (stereo not drawn) | 101 | 0.4
CCOc1ccc(CNC(=O)c2ccc3c(c2)N(Cc2ccccc2)CCS3)cc1 | 105 | -1.5
NC(=NC(=O)c1ccc(Cl)cc1)N1N=CCC1c1ccccc1 (stereo not drawn) | 101 | 0.1
O=C(CSc1nnc(C2CC2)n1C1CC1)c1ccc(CC(=O)N2CCOCC2)s1 | 110 | 1.2
CC1CCC(NC(=O)Cn2ncc3c4ccccc4n(Cc4ccc(F)cc4)c3c2=O)CC1 (stereo not drawn) | 108 | 0
O=C(O)CCc1n[nH]c(=S)[nH]c1=O | 99 | -1.2
COc1ccc(OC)c2sc(N3CCN(C(=O)C(C)(C)C)CC3)nc12 | 107 | 0.1
Cc1ccc2oc(C(=O)Nc3ccc(S(=O)(=O)N4CCCC(C)C4)cc3)cc(=O)c2c1 (stereo not drawn) | 110 | 0.5
Cc1ccc(CNC(=O)c2oc3ccc(S(=O)(=O)N4CCCC4)cc3c2C)cc1 | 102 | 0.3
CCN(CC)P1(=O)OC(c2ccc(F)cc2)=Nc2c1c(C)nn2-c1ccccc1 (stereo not drawn) | 103 | 0.2
CC(=O)c1cccc(NC(=O)Cn2c(=O)c(CNc3ccc(C)cc3)cc3cc4c(cc32)OCCO4)c1 | 102 | -0.6
CCc1cc(=O)oc2c(C)c(O)ccc12 | 102 | 0
Fc1ccc(Br)cc1C1C=C(c2ccc(Br)cc2)Nc2nnnn21 (stereo not drawn) | 101 | -0.5
CC1=CC(C)(C)NC(=S)N1c1ccccc1 | 100 | -0.3
Brc1ccc(-n2nc(-c3ccccc3)c3cnc4cc5c(cc4c32)OCO5)cc1 | 106 | -1
Cc1ccc(C)c(N2CCN(S(=O)(=O)c3ccc4[nH]c5c(c4c3)CCCCC5)CC2)c1 | 105 | -0.6
O=C(NC(=S)NCc1ccco1)c1ccc(Cl)cc1 | 101 | -0.1
COc1cccc(C(=O)NCC(=O)OCc2cc(=O)n3nc(C)sc3n2)c1 | 105 | -0.3
N#CC(C(=O)C(F)(F)F)c1ccccc1 (stereo not drawn) | 100 | 0
CCOC(=O)c1cc(C(=O)OC)c(C)nc1SCC(=O)OC | 104 | -0.3
CC(C)n1nc(C(C)(C)C)cc1C(C)(C)C | 107 | 0.6
O=S(=O)(Nc1nnc(-c2ccc(Cl)cc2)o1)c1ccc2c(c1)OCCO2 | 99 | -0.6
O=C1CC(N2CCN(S(=O)(=O)c3cccs3)CC2)C(=O)N1CCc1ccccc1 (stereo not drawn) | 99 | -0.2
N#Cc1ccc(COC(=O)c2cccnc2Cl)cc1 | 102 | 0.4
CN=C(Nc1ccc(Cl)c(Cl)c1)c1ccco1 | 101 | -0.1
Cc1nc2nc(NCc3cccc(Br)c3)[nH]n2c(=O)c1Cc1ccccc1 | 116 | 0.1
COc1ccccc1CN(C)C(=O)CSc1nc2sccc2c(=O)n1C | 99 | -0.5
COCCNC(=O)Cn1nc(-c2ccccc2)c2ccccc2c1=O | 110 | 0.9
Continued:
SMILES | PV pol inh | PV pol inh FP z-score
COc1ccccc1NC(=O)Cc1noc(COC(=O)c2c(F)cccc2Cl)n1 | 100 | 0
Cc1nc(=O)c(-c2ccccc2)c(C)n1-c1cccc(/C=C/C(=O)O)c1 | 101 | -0.2
O=C(O)c1cccc(S(=O)(=O)Nc2ccc(O)cc2)c1 | 103 | 0.4
Cc1cc(C)cc(N2C(=O)CSC23C(=O)N(Cc2c(F)cccc2Cl)c2ccccc23)c1 (stereo not drawn) | 104 | 0
CN1CCC(N(C)CC(O)COc2ccccc2-c2ccccc2)CC1 (stereo not drawn) | 102 | 0
CCC(C)c1ccc(NC(=O)COC(=O)/C=C/c2cccs2)cc1 (stereo not drawn) | 102 | 0
O=C1OCCC1OC(=O)C1(c2ccc(Cl)cc2)CCCC1 (stereo not drawn) | 100 | -1.1
CC12CCC(=O)N1C(C(=O)NCC13CC4CC(CC(C4)C1)C3)CS2 (stereo not drawn) | 100 | -1.5
COc1ccccc1NC1CC(=O)N(c2cccc(Cl)c2)C1=O (stereo not drawn) | 102 | -0.1
O=C(Nc1nc(-c2cccs2)cs1)C1CC(=O)N(c2ccc3c(c2)OCCO3)C1 (stereo not drawn) | 101 | -0.3
COc1ccc(-n2ccn(CC(=O)Nc3ccccc3C(F)(F)F)c(=O)c2=O)cc1OC | 101 | -1
C=C1/C(=N/O)CC2CC1C2(C)C (stereo not drawn) | 99 | 0
CC(C)(C)OC(=O)N1C(N)=C(C#N)C2(CCOCC2)c2[nH]c(C(F)(F)F)nc21 | 105 | 0.4
Fc1cc2c(c(CSc3ccc(Cl)cc3)c1)OCOC2 | 105 | 0.2
O=C(NCc1ccccc1F)C(=O)NCC(c1ccco1)S(=O)(=O)c1cccs1 (stereo not drawn) | 108 | 0.1

Sorted by number of heavy atoms (falling): some entries from above
SMILES | PV pol inh | PV pol inh FP z-score
Cc1cc(C)cc(N2C(=O)CSC23C(=O)N(Cc2c(F)cccc2Cl)c2ccccc23)c1 (stereo not drawn) | 104 | 0
O=C(NCc1ccccc1F)C(=O)NCC(c1ccco1)S(=O)(=O)c1cccs1 (stereo not drawn) | 108 | 0.1
CN1CCC(N(C)CC(O)COc2ccccc2-c2ccccc2)CC1 (stereo not drawn) | 102 | 0
CC12CCC(=O)N1C(C(=O)NCC13CC4CC(CC(C4)C1)C3)CS2 (stereo not drawn) | 100 | -1.5
COc1ccccc1NC1CC(=O)N(c2cccc(Cl)c2)C1=O (stereo not drawn) | 102 | -0.1
Fc1cc2c(c(CSc3ccc(Cl)cc3)c1)OCOC2 | 105 | 0.2
C=C1/C(=N/O)CC2CC1C2(C)C (stereo not drawn) | 99 | 0

Next section:
SMILES | PV pol inh | PV pol inh FP z-score
CCN=c1scc(C)n1/N=C/c1cccs1 | 110 | 0.4
CCc1ccc(NCc2cc3ccc(OC)cc3n(CC(=O)Nc3ccc(C(C)C)cc3)c2=O)cc1 | 104 | -0.4
CCOC(=O)c1c(N)sc2c1CCCS2 | 64* | -3.9*
COc1ccccc1/C=C/C=NN1CCN(Cc2ccccc2)CC1 | 102 | 0.1
Cc1ccc(CN2COc3ccc4c(C)cc(=O)oc4c3C2)cc1 | 110 | 0.6
CN(Cc1cccs1)C(=O)C1CC(=O)N(c2ccc3c(c2)OCCO3)C1 (stereo not drawn) | 106 | 0.4
COc1ccc(NC(=O)CN(C)S(=O)(=O)c2cnc[nH]2)cc1 | 104 | -1
CCCN(Cc1cccs1)C(=O)Nc1ccc(OCC)cc1 | 111 | 0.7
Cc1c(-c2nnnn2-c2ccc(F)cc2)cnc2cc3c(cc12)OCO3 | 105 | 0.1
O=C(C1COc2ccccc2O1)N(Cc1cccnc1)c1nc2c(F)cc(F)cc2s1 (stereo not drawn) | 104 | -0.5
O=C(CSc1ncccn1)N/N=C/c1ccc2c(c1)OCO2 | 103 | 0.3
O=C1C=C(Nc2ccc3c(c2)OCO3)CC2(CCCCC2)C1 | 97 | -0.6
CCCC(=O)c1cc(-c2nc3ccccc3n2C)n(C)c1 | 103 | 0.6
COc1ccccc1C(=O)Nc1nnc(S(=O)(=O)N2CCCCC2)s1 | 105 | -0.9
CC1(C)CC(=O)C/C(=N\NC(=O)CCC(=O)Nc2ccccc2)C1 | 99 | -0.2
COc1cccc(CC(=O)Nc2cccc(OC)c2)c1 | 100 | -0.2
Cn1nc(N)c2c1N=P(N1CCOCC1)(N1CCOCC1)N=C2c1ccccc1 | 107 | 0.5
CCN(CCCNC(=O)CN1N=C(c2ccc(OC)cc2)CCC1=O)c1cccc(C)c1 | 104 | -0.3
C=CCN1C(=O)S/C(=C\c2cn(CC(=O)N3CCOCC3)c3ccccc23)C1=O | 102 | 0.1
CCOc1cc(C=C2C(=O)NC(=S)NC2=O)cc(Br)c1OCc1ccc(Cl)cc1 | 100 | -0.5
O=C(NCCN1CCOCC1)c1n[nH]c(=O)c2ccccc12 | 104 | 0.2
